Screening results (PubChem BioAssay)
GPR7 antag: blocks human GPR7 receptor signaling | P48145 | hit rate 1.1% among 290,000 | inhibition, % at 4.4 µM | GPR7-expressing cells, fluorescence antagonist assay | AID 1861; in the data active = inhibition above about 16%, passing the limit was not always enough;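 also: cells stimulated with the agonist NPW; 0% = agonist with vehicle and 100% = vehicle without agonist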
Target sequence (P48145 whole entry, looked up): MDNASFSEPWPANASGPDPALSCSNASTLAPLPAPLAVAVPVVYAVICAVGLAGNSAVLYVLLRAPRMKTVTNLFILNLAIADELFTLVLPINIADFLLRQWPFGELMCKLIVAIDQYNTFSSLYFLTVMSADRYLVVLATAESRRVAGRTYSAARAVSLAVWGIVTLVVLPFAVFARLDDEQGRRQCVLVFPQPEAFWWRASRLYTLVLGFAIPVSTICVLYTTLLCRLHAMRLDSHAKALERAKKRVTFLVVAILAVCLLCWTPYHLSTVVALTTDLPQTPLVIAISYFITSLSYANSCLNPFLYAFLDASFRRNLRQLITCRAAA
MEKK2mut PB1 HTS: signal of MEK5 binding to mutant human MEKK2 PB1 domain; bead flow cytometry, Alexa488-MEK5 binding to MEKK2 mutant; percent response, % at 10 µM; hit rate 0.35% among 290,000; AID 1530; in the data active = percent response above about 24%, passing the limit was not always enough; also: inactives centre near 1; some results filed as inactive read as strong as hits
NALP1 inh: inhibitors of NALP1 inflammasome in yeast; S. cerevisiae NALP1/ASC/caspase-1 growth, X-gal OD620, 72 h; inhibition, % at 10 µM; hit rate 0.61% among 280,000; AID 2071; in the data active = inhibition mostly above about 24%, no sharp cut-off; inactive = mostly below about 32%; also: some compounds called inactive have numbers as strong as hits
GalR3 antagonist: human GalR3 antagonism; O60755; HEK293 GalR3-CNG cAMP membrane potential fluorescence; galR3 body fused to GalR1 C-terminus; hit rate 0.44% among 360,000; inhibition, % at 3 µM;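 active = inhibition above the screen-wide average plus 3 SD, cut at about 13% in these data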;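 also: forskolin and galanin both at EC90 stimulate the cells; cAMP rise reported by CNG channel membrane potential dye signal; 0% = forskolin plus galanin with DMSO and 100% = forskolin alone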
Target sequence (O60755 1-299 limits assumed): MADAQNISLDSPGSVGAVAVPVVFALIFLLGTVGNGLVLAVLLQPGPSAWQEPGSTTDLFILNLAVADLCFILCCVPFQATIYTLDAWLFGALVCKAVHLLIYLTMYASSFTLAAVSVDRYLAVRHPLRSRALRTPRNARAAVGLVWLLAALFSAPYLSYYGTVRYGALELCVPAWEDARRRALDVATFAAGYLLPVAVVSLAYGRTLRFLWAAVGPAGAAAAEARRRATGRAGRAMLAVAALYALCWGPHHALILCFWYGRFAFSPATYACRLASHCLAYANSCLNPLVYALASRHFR
MEKK2 WT-MEK5: raises or lowers MEK5 binding to wildtype human MEKK2 PB1 domain; bead flow cytometry, Alexa488-MEK5 binding to MEKK2 WT; actives lie on both sides; binding response (% of control), % at 10 µM; hit rate 1.1% among 290,000; in the data active = binding response below about 67% or above about 130%
OXTR agonist: activates the human oxytocin receptor | P30559 | CHO-OTR cells, Fluo-8 calcium fluorescence; normalized: DMSO 0%, oxytocin 100% | activation, % at 3 µM | hit rate 0.32% among 320,000 | AID 2435;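 active = activation above the mean of all tested compounds plus 3 SD, cutoff set per screening run, cut at about 20% in these data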;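 also: peak over basal fluorescence ratio from a 100 s FLIPR kinetic read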
Target sequence (P30559 whole entry, looked up): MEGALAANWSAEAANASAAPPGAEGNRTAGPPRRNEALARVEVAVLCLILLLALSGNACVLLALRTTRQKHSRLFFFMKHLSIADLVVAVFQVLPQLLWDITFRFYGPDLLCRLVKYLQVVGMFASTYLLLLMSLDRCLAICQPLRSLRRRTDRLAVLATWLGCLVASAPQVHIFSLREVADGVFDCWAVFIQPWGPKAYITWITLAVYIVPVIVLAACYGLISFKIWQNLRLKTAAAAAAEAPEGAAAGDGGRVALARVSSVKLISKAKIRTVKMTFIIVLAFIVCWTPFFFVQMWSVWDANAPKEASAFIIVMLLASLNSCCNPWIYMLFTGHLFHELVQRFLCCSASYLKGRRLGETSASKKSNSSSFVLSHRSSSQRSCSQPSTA
OXTR potentiator: human OXTR potentiation. CHO-OTR cells, Fluo-8 calcium fluorescence, potentiator mode; 0% = oxytocin EC15, 100% = EC100. P30559. activation, % at 3 µM. hit rate 0.061% among 320,000;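 active = activation above that plate's cutoff, the mean activation of tested compounds plus 3 SD, cut at about 6.6% in these data, passing the limit was not always enough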;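 also: 100% uses oxytocin at 75 nM as the full agonist control; some results filed as inactive read as strong as hits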
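Dosing: Single dose, 3.0 µM nominal final compound concentration | Material: Human OTR in CHO cells | Technique: Kinetic Fluo-8 calcium fluorescence | Benchmarks: EC15 oxytocin alone as 0%, 75 nM oxytocin as 100% | Probe or stimulus: Oxytocin at about EC15, sub-maximal agonist stimulus | Incubation: Compound 6 min at room temperature before oxytocin, 100 s read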
PfM18AAP inh: PfM18AAP enzyme inhibition | AID 1822 | inhibition, % at 7.35 µM | hit rate 1.2% among 290,000 | recombinant PfM18AAP, H-Glu-NHMec fluorogenic cleavage;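 active = inhibition above the campaign mean inhibition over all tested compounds plus 3 SD, cut at about 28% in these data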;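 also: 0% = plate median of test compound wells and 100% = 2 mM ZnCl2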
V1aR counter: counter-screen for oxytocin receptor agonists: human V1a receptor agonists; hit rate 0.25% among 320,000; CHO-V1R cells, Fluo-8 calcium fluorescence, agonist mode; 0% DMSO, 100% 3 nM vasopressin; activation, % at 3 µM; P37288; AID 2797;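 active = activation above the mean activation of all tested compounds plus 3 SD, per screening run, cut at about 20% in these data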;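 also: signal is peak over basal fluorescence ratio across a 100 second FLIPR read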
* hit, by the source's call; . = no result given.

1: CCOC(=O)c1[nH]c2ccc(Br)cc2c1NC(=O)CCN1CCC(C)CC1
2: O=C(CSc1nnc(CNc2cccc(Cl)c2)o1)OC1CCCCC1
3: O=C(N/N=C/c1ccc(Cl)cc1Cl)C1CCN(c2ncc(C(F)(F)F)cc2Cl)CC1
4: CC(=O)Nc1cccc(NC(=O)CS(=O)(=O)c2cn(CC(=O)N3CCOCC3)c3ccccc23)c1
5: Cc1ccc(/C=C(/NC(=O)c2ccccc2)C(=O)NC(Cc2c[nH]c3ccccc23)C(=O)O)cc1 (configuration not stated)
assay / entry	1	2	3	4	5
GPR7 antag	5	9	-8	-13	2
MEKK2mut PB1 HTS	2	1	2	-3	4
NALP1 inh	45	2	16	8	-9
GalR3 antagonist	-1	-11	.	-3	-7
MEKK2 WT-MEK5	102	106	99	100	99
OXTR agonist	2.1	-0.8	.	5.3	0.6
OXTR potentiator	-12	-16	.	-4	-2
PfM18AAP inh	2	5	7	-15	3
V1aR counter	1.7	0.8	.	1.4	0.6

6: Fc1cccc(Cl)c1/C=N/Nc1ccccn1
7: O=c1cc(-c2ccccc2O)nc(-c2ccccc2)[nH]1
8: CC1=C(C(=O)Nc2ccc([N+](=O)[O-])cc2)C(c2cccc(C(F)(F)F)c2)NC(=S)N1c1ccccc1 (configuration not stated)
9: CSc1ccc(CCNC(=O)C2CCCN(c3nn4c(=O)cc(C)nc4s3)C2)cc1 (configuration not stated)
10: O=C(C(=O)N1CCc2ccccc2C1)N1CCc2ccccc2C1
assay / entry	6	7	8	9	10
GPR7 antag	0	.	-7	-8	15
MEKK2mut PB1 HTS	-6	.	-5	8	0
NALP1 inh	-6	.	10	-6	15
GalR3 antagonist	2	-2	-5	-10	1
MEKK2 WT-MEK5	92	.	112	102	95
OXTR agonist	-2.5	0.1	0.5	-1.3	-0.9
OXTR potentiator	-12	-6	-12	-4	-4
PfM18AAP inh	4	.	-9	-8	-12
V1aR counter	-2.0	0.8	0.5	1.4	0.6

11: COC(=O)CN1C(=O)Nc2ccc(Br)cc2C1c1ccccc1Cl (configuration not stated)
12: CCc1ccc(CNC(=O)C2CCCN(c3nc4ccccc4o3)C2)cc1 (configuration not stated)
13: O=C(COC(=O)c1ccccc1Br)NCC1CCCCC1
14: COc1cc(CNCc2cccnc2)ccc1OCC(=O)NC(C)(C)C
15: CC(OC(=O)CN1C(=O)c2ccccc2C1=O)C(=O)c1ccccc1 (configuration not stated)
assay / entry	11	12	13	14	15
GPR7 antag	1	-9	.	4	.
MEKK2mut PB1 HTS	3	5	.	-4	.
NALP1 inh	2	9	.	12	.
GalR3 antagonist	.	-4	-3	3	-2
MEKK2 WT-MEK5	98	101	.	92	.
OXTR agonist	0.5	-2.1	-2.0	0.6	-0.2
OXTR potentiator	-26	-7	-1	-11	-5
PfM18AAP inh	-1	3	.	-8	.
V1aR counter	0.1	-0.4	-1.0	0.8	-0.2

16: COC(=O)c1cccc(Nc2nc(-c3ccncc3)nc3ccccc23)c1
17: Cc1cc(=O)oc(C)c1C(=O)N1CCc2c([nH]c3ccccc23)C1C(C)C (configuration not stated)
18: Cc1c(NC(=O)CNCc2ccc3c(c2)OCO3)c(=O)n(-c2ccccc2)n1C
19: CCN1CCN(S(=O)(=O)c2ccc(Cl)c(C(=O)Nc3nnc(C)s3)c2)CC1
20: O=C(CN1C(=O)CSc2ccccc21)Nc1ccccc1C(=O)N1CCOCC1
assay / entry	16	17	18	19	20
GPR7 antag	-13	-7	-4	.	-4
MEKK2mut PB1 HTS	-13	8	5	.	-3
NALP1 inh	9	-1	.	.	11
GalR3 antagonist	5	0	-4	2	-9
MEKK2 WT-MEK5	90	106	116	.	90
OXTR agonist	-0.1	1.0	0.0	-0.5	-0.1
OXTR potentiator	-2	-5	1	-11	-4
PfM18AAP inh	-5	-2	1	.	2
V1aR counter	0.9	0.0	1.1	0.1	-0.9

21: C=CCn1c(-c2ccc([N+](=O)[O-])cc2)n[nH]c1=S
22: CC1CC1C(=O)OCC(=O)Nc1ccccc1Oc1ccccc1 (configuration not stated)
23: COC1=C(Nc2ccccc2OC)C(=O)c2ccccc2C1=O
24: N#CC1(NC(=O)COC(=O)c2nc(Cl)ccc2Cl)CCCCC1
25: CC1CCCCC1NC(=O)CSc1nnc(CC(=O)Nc2ccccc2F)n1C (configuration not stated)
assay / entry	21	22	23	24	25
GPR7 antag	-2	-4	-4	.	-9
MEKK2mut PB1 HTS	-2	0	-25	.	3
NALP1 inh	28	-5	.	.	13
GalR3 antagonist	-1	-4	-3	-3	-7
MEKK2 WT-MEK5	101	106	85	.	101
OXTR agonist	-0.1	-1.8	0.2	0.6	-0.5
OXTR potentiator	-7	-6	-8	-2	-8
PfM18AAP inh	18	-2	1	.	-9
V1aR counter	0.6	-1.9	-0.6	0.0	-0.4

26: Cc1nn(CC(=O)NCCCN2CCCC2)c(=O)c2nn(-c3ccccc3)c(C)c12
27: CN(CCCNC(=O)Cn1c(=O)c2cccn2c2ccccc21)Cc1ccccc1
28: CC(C)CN1C(=O)C(=O)N(CC(=O)c2ccc[nH]2)C1=O
29: Nc1ccc(-n2cnc3cc([N+](=O)[O-])ccc32)cc1
30: O=C(NCCc1nc2ccccc2[nH]1)c1ccc(Cl)c([N+](=O)[O-])c1
assay / entry	26	27	28	29	30
GPR7 antag	2	-1	.	1	-11
MEKK2mut PB1 HTS	-4	7	.	7	1
NALP1 inh	26	20	.	10	18
GalR3 antagonist	2	-7	-3	-3	11
MEKK2 WT-MEK5	97	107	.	103	104
OXTR agonist	-0.4	-0.6	-0.9	0.1	-2.0
OXTR potentiator	-7	0	-15	-11	-6
PfM18AAP inh	6	4	.	-5	2
V1aR counter	0.8	-0.1	-0.5	-0.3	0.7

31: O=C(CCCCCCCCC(=O)N/N=C/c1ccco1)N/N=C/c1ccco1
32: O=c1[nH]ncn1-c1cccc(C(F)(F)F)c1
33: CC(=O)Nc1ccc(NC(=O)C(C)OC(=O)c2ccc(OCc3c(C)noc3C)cc2)cc1 (configuration not stated)
34: NCCCNC(=O)c1cc2ccccc2[nH]1
35: CSc1nncc(=O)[nH]1
assay / entry	31	32	33	34	35
GPR7 antag	-6	-8	-8	11	0
MEKK2mut PB1 HTS	3	2	7	10	5
NALP1 inh	29	-5	-4	6	-2
GalR3 antagonist	-2	-4	-6	-5	-5
MEKK2 WT-MEK5	97	105	103	125	110
OXTR agonist	0.2	0.3	0.5	0.1	0.6
OXTR potentiator	-3	-9	4	-4	4
PfM18AAP inh	16	-2	-7	-4	2
V1aR counter	2.1	-1.3	1.1	1.0	0.7

Compounds from the list above containing an aryl methoxy group (2):
14: COc1cc(CNCc2cccnc2)ccc1OCC(=O)NC(C)(C)C
23: COC1=C(Nc2ccccc2OC)C(=O)c2ccccc2C1=O
assay / entry	14	23
GPR7 antag	4	-4
MEKK2mut PB1 HTS	-4	-25
NALP1 inh	12	.
GalR3 antagonist	3	-3
MEKK2 WT-MEK5	92	85
OXTR agonist	0.6	0.2
OXTR potentiator	-11	-8
PfM18AAP inh	-8	1
V1aR counter	0.8	-0.6

Further records
36: Cc1cc(C)n(Cc2ccc(C(=O)O)cc2)n1
37: Cc1nc(N)c(Cc2ccc(Cl)cc2Cl)c(N)n1
38: O=C(CC(=O)NC1CCCCC1)N/N=C/c1ccccc1Cl
39: COc1ccccc1N1CCN(c2ccc(N3C(=O)CCC3=O)cc2[N+](=O)[O-])CC1
40: CCOC(=O)C1CCN(C2CC(=O)N(c3ccc(OCC)cc3)C2=O)CC1 (configuration not stated)
assay / entry	36	37	38	39	40
GPR7 antag	-4	-9	-5	-13	-13
MEKK2mut PB1 HTS	5	-6	-2	-2	0
NALP1 inh	6	12	13	17	-14
GalR3 antagonist	-2	-3	-6	-4	-2
MEKK2 WT-MEK5	109	98	92	100	99
OXTR agonist	0.0	8.0	0.9	18	-0.4
OXTR potentiator	-3	-27	-1	-18	-12
PfM18AAP inh	-14	3	1	-8	-93
V1aR counter	1.1	9.9	0.6	14	-0.1

41: CCOC(=O)c1cc(C(C)=O)n2ccccc12
42: COCCn1c(C)cc(C(=O)COC(=O)c2ccc(Cl)c(S(N)(=O)=O)c2)c1C
43: Cc1ccc(C(=O)CN(Cc2ccccc2)C2=NCCS2)cc1
44: O=Cc1cn(Cc2ccccc2)nc1-c1cccnc1
45: COCC1CCN(C(=O)C2CCC(=O)N(CC3CCCCC3)C2)CC1 (configuration not stated)
assay / entry	41	42	43	44	45
GPR7 antag	-2	.	4	5	-9
MEKK2mut PB1 HTS	1	.	14	2	2
NALP1 inh	5	.	44	12	-20
GalR3 antagonist	-13	4	-6	-1	-7
MEKK2 WT-MEK5	96	.	114	110	104
OXTR agonist	-2.7	1.8	0.5	1.5	-0.2
OXTR potentiator	-1	-8	-5	-3	-4
PfM18AAP inh	-1	.	2	-2	6
V1aR counter	-0.7	5.1	0.8	0.6	0.6

46: Cn1c(SCc2cccc([N+](=O)[O-])c2)nc2c(c1=O)SCC2
47: O=S(=O)(NCC(c1ccco1)N1CCN(c2ccc(F)cc2)CC1)c1ccc(F)cc1 (configuration not stated)
48: Cc1onc(-c2ccccc2)c1C(=O)Nc1nc2c(s1)CCCC2
49: NNC(=O)c1cccc(COc2ccccc2Br)c1
50: Cc1ccc(SCc2cn3cccnc3n2)cc1
51: O=C(NC1(O)C(=O)c2ccccc2C1=O)c1ccc(C(F)(F)F)cc1
52: CCOc1ccc(Nc2ccc(S(=O)(=O)N3CCN(C)CC3)cc2[N+](=O)[O-])cc1OCC
53: CC(=O)Oc1ccc2c(=O)c(Oc3ccccc3[N+](=O)[O-])coc2c1
assay / entry	46	47	48	49	50	51	52	53
GPR7 antag	-14	-8	-2	18	7	-6	.	-3
MEKK2mut PB1 HTS	-2	-1	0	.	10	-12	.	3
NALP1 inh	3	12	.	-10	-8	.	.	6
GalR3 antagonist	-2	-8	-4	-2	1	-4	-3	4
MEKK2 WT-MEK5	96	100	100	.	106	87	.	104
OXTR agonist	6.5	-3.0	-2.4	1.3	-0.2	0.6	-1.1	-0.1
OXTR potentiator	-10	-5	-14	-11	-5	0	-1	4
PfM18AAP inh	4	-6	-4	3	1	0	.	7
V1aR counter	5.1	0.3	0.0	1.5	0.1	1.3	-0.6	1.5

Filtered by structure, those above with a CF3 group
3: O=C(N/N=C/c1ccc(Cl)cc1Cl)C1CCN(c2ncc(C(F)(F)F)cc2Cl)CC1
8: CC1=C(C(=O)Nc2ccc([N+](=O)[O-])cc2)C(c2cccc(C(F)(F)F)c2)NC(=S)N1c1ccccc1 (configuration not stated)
32: O=c1[nH]ncn1-c1cccc(C(F)(F)F)c1
51: O=C(NC1(O)C(=O)c2ccccc2C1=O)c1ccc(C(F)(F)F)cc1
assay / entry	3	8	32	51
GPR7 antag	-8	-7	-8	-6
MEKK2mut PB1 HTS	2	-5	2	-12
NALP1 inh	16	10	-5	.
GalR3 antagonist	.	-5	-4	-4
MEKK2 WT-MEK5	99	112	105	87
OXTR agonist	.	0.5	0.3	0.6
OXTR potentiator	.	-12	-9	0
PfM18AAP inh	7	-9	-2	0
V1aR counter	.	0.5	-1.3	1.3
